BL2 CD40 inh = CD40 pathway inhibition in BL2 cells; BL2 NF-kB luciferase reporter, CD40L-induced, 4 h; hit rate 0.94% among 83,000; AID 1053188; inhibition, % at 10 µM;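 active means mean inhibition of at least 50% with a set share of replicates also reaching that level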;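 further: 0% = neutral control wells and 100% = IKK inhibitor VII at 50 µM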
An asterisk follows results filed as active; & = joins results of further samples; [ ] = another dose, or the depositor's remark. A portion of the library, so the mix of outcomes need not match the whole.

Start of the listing, in advance (5 entries):
SMILES	BL2 CD40 inh
COc1ccc2c3c(n(C)c2c1)[C@@H](CO)N(C(=O)Nc1ccc(F)cc1)CC31CN(C(=O)CN2CCOCC2)C1	4[25 µM]
Cc1nc2ccccc2nc1OCC(=O)NCc1ccc2c(c1)OCO2	-3
COc1cccc(C(=O)NCC2CCCN(C3CCCCC3)C2)c1OC (stereo not drawn)	-2
Cc1ncoc1C(=O)N1CCCC(C(=O)c2ccc3c4c(cccc24)CC3)C1 (stereo not drawn)	-1
COc1ccccc1-c1ccc([C@H]2[C@@H](CO)N3CCCCN(C(=O)c4cccnc4)C[C@H]23)cc1	-1[25 µM]

The whole of this part (from the top)
SMILES	BL2 CD40 inh
COc1ccc2c3c(n(C)c2c1)[C@@H](CO)N(C(=O)Nc1ccc(F)cc1)CC31CN(C(=O)CN2CCOCC2)C1	4[25 µM]
Cc1nc2ccccc2nc1OCC(=O)NCc1ccc2c(c1)OCO2	-3
COc1cccc(C(=O)NCC2CCCN(C3CCCCC3)C2)c1OC (stereo not drawn)	-2
Cc1ncoc1C(=O)N1CCCC(C(=O)c2ccc3c4c(cccc24)CC3)C1 (stereo not drawn)	-1
COc1ccccc1-c1ccc([C@H]2[C@@H](CO)N3CCCCN(C(=O)c4cccnc4)C[C@H]23)cc1	-1[25 µM]
CCOc1ccc(S(=O)(=O)Nc2cccc(C(=O)NCC(C)(C)N3CCOCC3)c2)cc1	6
O=C(Nc1nccs1)c1ccc(CSc2ccccc2)o1	-50
Nn1c(=O)[nH]c2c([nH]c3ccccc32)c1=O	9
O=C(CN1C(=O)c2cccc3cccc1c23)NCc1ccncc1	-6
COCCn1c(C)cc(C2=NNC(=Nc3ccccc3)SC2)c1C	28
CCc1nnc(NC(=O)C(CC)CC)s1	11
O=C(CN1CCOCC1)Nc1ncc(Cc2cccc3ccccc23)s1	14
O=C(CNC(=O)c1ccc(S(=O)(=O)N2CCCC2)cc1)N/N=C/c1ccc(F)cc1	2
C=CCSc1ncc(CO)n1Cc1ccccc1	6
COc1ccc(NC(=O)N2[C@@H]3CNC[C@H]2C3c2ccc(-c3ccccc3)cc2)cc1 (stereo partly drawn)	-20&-13
Cc1cc(C(=O)N/N=C/c2ccc(OCc3ccccc3)cc2)c(C)o1	2
COc1cccc(NC(=O)COC(=O)c2ccc3c(c2)OCO3)c1	-2
C[C@@H](NC(=O)C[C@@H]1C[C@@H]2c3cc(NS(=O)(=O)c4ccc(F)cc4)ccc3O[C@@H]2[C@@H](CO)O1)c1ccccc1	5[25 µM]
Cc1ccc(-c2nc(NC(=O)c3cc(C(C)(C)C)nn3C)sc2C)cc1Cl	10
C[C@@H]1CN([C@@H](C)CO)C(=O)CCCn2nncc2CO[C@@H]1CN(C)Cc1ccc(C(=O)Nc2ccccc2N)cc1	-37[25 µM]
CN(C)c1ncc(C(=O)O)cn1	5
CCC(C)C(=O)Nc1cccc(SC)c1 (stereo not drawn)	9
OC(C#CCN1CCCC1)(c1ccccc1)c1cccnc1 (stereo not drawn)	-60
CCOc1ncccc1C(=O)OCC(=O)N(CC(C)C)c1c(N)n(Cc2ccccc2)c(=O)[nH]c1=O	-7
Clc1ccc(CSc2nncn2-c2ccc3c(c2)OCCO3)cc1	18
c1ccc2c(OCCCCN3CCCC3)cccc2c1	4
Cc1cn(C(C)C)c(=O)n(-c2ccccc2)c1=O	-2
COc1ccc(S(=O)(=O)N2CCOC23CCN(S(=O)(=O)c2ccccc2)CC3)cc1	6
CCn1c(=O)c(C(=O)Nc2ccccc2)c(O)c2ccccc21	-23
CC(=O)C1CCC2C3CC=C4N(C)C(=O)CCC4(C)C3CCC12C (stereo not drawn)	-2

An excerpt of these results, bar-delimited:
Molecule | BL2 CD40 inh
Cc1cn(C(C)C)c(=O)n(-c2ccccc2)c1=O | -2
COc1ccc(S(=O)(=O)N2CCOC23CCN(S(=O)(=O)c2ccccc2)CC3)cc1 | 6
CCn1c(=O)c(C(=O)Nc2ccccc2)c(O)c2ccccc21 | -23

Next section.
SMILES	BL2 CD40 inh
Cc1ccccc1NC(=O)Cc1nc(COC(=O)COc2ccccc2C(C)C)cs1	36
CC(C)(C)c1cc(NC(=O)Nc2ccc(Br)cc2Cl)no1	7
Cc1ccc(C(=O)Nc2ncccc2S(=O)(=O)c2ccccc2)cc1	-49
CN(C/C=C/c1ccccc1)C1CCCCC1	-6
Cc1cc(C)n(-c2ccc(C(=O)NC(C)C)cc2)n1	2
Clc1ccc(Cn2c(-c3cccnc3Cl)nc3ccccc32)cc1	16
C[C@H](CO)N1C[C@H](C)[C@H](CN(C)Cc2ccccc2)OCc2ccccc2-c2c(n(C)c3ccccc23)C1=O	23
CCCc1cc(C(N)=O)c(NC(C)=O)s1	22
O=C(C[C@@H]1CC[C@@H]2[C@H](COC[C@H](O)CN2CC2CCOCC2)O1)NCC1CCCCC1	-28[25 µM]
CCOC(=O)C1(CCCc2ccccc2)CCN(S(=O)(=O)N(C)C)CC1	4
Cc1cc(CCNC=O)c(C)c2c1oc1ccccc12	-75
CCN(CC)CCCn1c2c(c(SCC(=O)Nc3nc(C)cs3)nc1=O)CCC2	9
C[C@H]1CN([C@@H](C)CO)C(=O)c2cc(NS(=O)(=O)c3ccc(Cl)cc3)ccc2O[C@@H]1CN(C)CC1CCCCC1	-10[25 µM]
Cc1nc(C(=O)Nc2ccccc2)sc1C(=O)Nc1ccccc1	-63
O=C(c1cccnc1)N1C2C=CC(C2)C1(C(F)(F)F)C(F)(F)F (stereo not drawn)	11

Reprinted at random: 2 entries already listed.
SMILES	BL2 CD40 inh
Cc1nc(C(=O)Nc2ccccc2)sc1C(=O)Nc1ccccc1	-63
C[C@H]1CN([C@@H](C)CO)C(=O)c2cc(NS(=O)(=O)c3ccc(Cl)cc3)ccc2O[C@@H]1CN(C)CC1CCCCC1	-10[25 µM]

(next part)
SMILES	BL2 CD40 inh
O=C1CCc2cc(S(=O)(=O)NCCc3ccc(Cl)cc3)cc3c2N1CC3	-2
Cc1noc(C)c1-c1nnc(-c2ccc(C(F)(F)F)cc2)o1	6
OC(c1ccc(F)c(F)c1)c1nc(-c2ccccc2)cs1 (stereo not drawn)	0
Cc1ccc(NC(=O)c2cccc(-n3cnnn3)c2)cc1Cl	-18
C/C=C/c1ccc([C@@H]2[C@@H](CO)N(C(=O)Cc3cccnc3)[C@H]2CNC(C)=O)cc1	-10
Cc1cnc(C(=O)OCC(=O)c2cccc3ccccc23)cn1	6
O=C(Nc1nnc(-c2ccccc2)o1)C1CCCN1S(=O)(=O)c1cccs1 (stereo not drawn)	4
CC1=CC(C)(C)C(C(=O)O)C(C(=O)O)C1 (stereo not drawn)	-1
Cc1cc(C(=O)NCCCn2ccnc2)sc1-c1ccccc1	18
COc1cc(CNCCCN2CCOCC2)c(Br)cc1OCC(=O)Nc1ccccc1C	9
OC[C@@H]1[C@@H](c2ccc(C#CC3(O)CCCC3)cc2)[C@H]2CN(Cc3cncnc3)CCCCN12	-4[25 µM]
CCOc1c(Cl)cc(C(=O)Nc2cccc(C(=O)O)c2)cc1Cl	-14
CC(C)COc1ccc(C(=O)OCC(=O)NCCC2=CCCCC2)cc1	8
N#CC(CC(=O)c1ccc(Cl)cc1)c1ccccc1 (stereo not drawn)	5
COc1ccc(OCCNS(=O)(=O)c2cccc([N+](=O)[O-])c2)cc1	12
CCOCCc1c(O)nc(SC)[nH]c1=O	8
O=S(=O)(c1cccs1)N1CCN(CCOc2ccc(Cl)cc2)CC1	9
C/C(=N\Nc1cc(Cl)nc(C)n1)c1ccccc1	-68
COc1cccc(Nc2nc3ccccc3n3nnnc23)c1	-88
O=C(C1CCCC1)N1CC(=O)N2[C@H](CO)[C@@H](c3ccc(-c4cccnc4)cc3)[C@@H]2C1	-8
COc1cc(OC)c(C(=O)Nc2cc(Cl)ccc2-n2cncn2)cc1OC	10
O=C(C[C@@H]1CC[C@H]2[C@@H](COC[C@H](O)CN2Cc2cccc(Cl)c2)O1)NCc1cccc(F)c1	16[25 µM]
COC(=O)N1CCc2c(sc(NC(=O)C3COc4ccccc4O3)c2C(N)=O)C1 (stereo not drawn)	31
N#C[C@@H]1[C@H](c2ccc(-c3cccnc3)cc2)[C@H](CO)N1C(=O)C1CC1	5
CCCn1c2ccccc2c2cnn(CC(=O)NCCCN3CCCCC3)c(=O)c21	8
COc1ccc(NC(=O)N2C[C@@H](O)COC[C@H]3O[C@@H](CC(=O)NCc4ccncn4)CC[C@@H]32)cc1	-10[25 µM]
O=C(CC(F)(F)F)N1C[C@H]2[C@@H](c3ccccc31)[C@@H](CO)N2C(=O)CN1CCOCC1	1[25 µM]
Cn1c(=O)c(C(=O)NCCO)c(O)c2ccccc21	-17
O=S(=O)(c1ccccc1)N1CCN(Cc2ccccc2)c2ccccc21	-26
COc1ccc(C(=O)N(c2ccccc2)C2C=CS(=O)(=O)C2)cc1 (stereo not drawn)	15

Some of these compounds in order of molar mass, descending:
SMILES	BL2 CD40 inh
O=C(c1cccnc1)N1C2C=CC(C2)C1(C(F)(F)F)C(F)(F)F (stereo not drawn)	11
Cc1cc(C(=O)NCCCn2ccnc2)sc1-c1ccccc1	18
CCc1nnc(NC(=O)C(CC)CC)s1	11
CCC(C)C(=O)Nc1cccc(SC)c1 (stereo not drawn)	9
CC1=CC(C)(C)C(C(=O)O)C(C(=O)O)C1 (stereo not drawn)	-1

(next part)
SMILES	BL2 CD40 inh
N#Cc1ccc(-c2ccc(OCC3CNC(=O)O3)cc2)cc1 (stereo not drawn)	-40
CCCNC(=O)CSc1nnc(NC(=O)C2CC(=O)N(c3ccccc3OC)C2)s1 (stereo not drawn)	3
CCCCN(C(=O)c1cccc(S(=O)(=O)N(CC)c2ccccc2)c1)c1c(N)n(CCCC)c(=O)[nH]c1=O	1
O=C(c1cccc(S(=O)(=O)N2CCCC2)c1)c1cccc(S(=O)(=O)N2CCCC2)c1	-1
CCC(C)c1ccc(NC(=O)C2=CC=CN3CCS(=O)(=O)N=C23)cc1 (stereo not drawn)	-40
O=C(Nc1ccc(Oc2ccccc2)cc1)c1cnc2n(c1=O)CCS2	10
CN1C(=O)c2cc(NS(=O)(=O)c3ccc(Cl)cc3)ccc2OC[C@H]2O[C@@H](CC(=O)Nc3ccc4c(c3)COC4)CC[C@@H]21	-11[25 µM]
Cc1ccc(-c2noc(CCC(=O)Nc3ccccc3N3CCN(C)CC3)n2)cc1	-4
Cc1ccc(C)c(OCC(=O)NCC(C)(C)N2CCOCC2)c1	6
Cc1ccc(C(=O)OCC(=O)N2c3ccccc3NC(=O)C2(C)C)cc1S(=O)(=O)N1CCCCC1	0
CC(NC(=O)c1ccccc1)C(=O)OCC(=O)c1c(N)n(C)c(=O)n(C)c1=O (stereo not drawn)	7
Cc1ccnc(NC(=O)c2cccc3ccccc23)c1	-69
CN(C)CCSc1nnc2sc3ccccc3n12	12
COc1ccc(NC(=O)Cn2ccc(C(F)(F)F)n2)cc1S(=O)(=O)N1CCOCC1	1
CCOC(=O)Cc1nn(Cc2nc(-c3ccc(C#N)cc3)cs2)c(=O)c2ccccc12	26
COc1ccc2c3c(n(C)c2c1)[C@@H](CO)N(Cc1ccccc1OC)CC31CN(C)C1	-8[25 µM]
C[C@@H]1CCCCO[C@@H](CN(C)Cc2ccncc2)[C@H](C)CN([C@@H](C)CO)C(=O)c2cc(NC(=O)Cc3ccccc3)ccc2O1	-6[25 µM]
Cc1ccccc1-c1ccc([C@@H]2[C@@H](CO)N3CCCCN(S(=O)(=O)c4ccc(F)cc4)C[C@@H]23)cc1	0[25 µM]
O=C(Cn1cnc2c(nnn2Cc2ccc(Cl)cc2)c1=O)N1CCCc2ccccc21	4
O=C(CN1CCN(c2ccccc2O)CC1)NC(=O)NC1CCCC1	10
CO[C@@H](CN(C)C(=O)Nc1ccc(Cl)cc1)[C@H](C)CN(Cc1ccccc1Cl)[C@@H](C)CO	2[25 µM]
Cc1ccc(-c2cc(-c3ccccc3)c(C#N)c(N)n2)o1	46*
CCOC(=O)C1(CCCc2ccccc2)CCN(Cc2cnn(C)c2)CC1	22
COc1cccc(-c2ccc([C@@H]3[C@H](CO)N4C(=O)CN(C(=O)C5CCCC5)C[C@@H]34)cc2)c1	11
O=C(Nc1nccs1)c1c(O)c2c([nH]c1=O)CCCC2	-94
O=C1c2ccccc2N(Cc2ccc(Cl)cc2)C2=NCCN12	16
Cc1cc(S(=O)(=O)Nc2ccc(C(=O)NCCCn3ccnc3)cc2)ccc1F	-7
O=C(Nc1nnc(C2CC2)s1)c1ccc(Cl)nc1	-48
O=C(Nc1nc(-c2ccc(S(=O)(=O)N3CCCC3)cc2)cs1)c1ccco1	-37
CCCOc1ccc(CCC(=O)N/N=C/c2ccco2)cc1	-1
COCC(=O)N1[C@@H](CO)[C@@H]2c3ccccc3N(C(=O)Nc3ccccc3Cl)C[C@@H]21	-13[25 µM]
COC(=O)Cn1cnc2c(nnn2-c2ccc(F)cc2)c1=O	-5
CSCCC(NC(=O)c1ccc([N+](=O)[O-])cc1Cl)C(=O)OCC(=O)NC(=O)CN1CCCC1=O (stereo not drawn)	-10
CC(=O)N(C)C1(c2nnnn2CCOC(=O)Nc2cccc3ccccc23)CCCC1	-4
Cc1cc(C(=O)NCc2csc(-c3ccccc3)n2)no1	-66
COc1cccc(C(=O)NCC(c2cccs2)N2CCc3ccccc32)c1 (stereo not drawn)	-24
O=C(Nc1nc(-c2cc(Cl)sc2Cl)cs1)c1ccccc1	-86
COc1cccc(NC(=O)CN(C)C(=O)CNC(=O)c2sc3ccccc3c2Cl)c1	-45
Fc1ccc(CSc2ccc3nnc(-c4cccs4)n3n2)cc1	2
Cc1ccc(C(=O)NCC(=O)OCC(=O)Nc2ccc3[nH]c(=O)[nH]c3c2)cc1	3
Cc1cccc(CS(=O)(=O)Cc2ccc(C(=O)NCCN3CCCCC3C)o2)c1 (stereo not drawn)	14
O=C(O)CCn1c(=O)sc2ccccc21	6
CC1=C(C(=O)OC2CCCC2)C(c2coc3ccccc3c2=O)C2=C(CCCC2=O)N1 (stereo not drawn)	3
N#Cc1ccsc1NC(=O)CN1CCCCCC1	7
CC1(C)NC(=O)N(CC(O)COc2ccccc2C(=O)Nc2ccccc2)C1=O (stereo not drawn)	-1
CCC(=O)N1[C@H](CNC(=O)CN2CCOCC2)[C@H](c2ccccc2)[C@@H]1CO	2
N#C[C@H]1N[C@H](CO)[C@H]1c1ccc(C#CC2CCCCC2)cc1	8[25 µM]
